# Screening data (PubChem)
# MBD2 DNA inh – inhibitors of human MBD2 binding to methylated oligonucleotide. Q9UBB5. TR-FRET. inhibition, % at 4.4 µM. actives 0.31% (n = 370,000); in the data active means inhibition above about 13%
# Target sequence (Q9UBB5 whole entry, looked up): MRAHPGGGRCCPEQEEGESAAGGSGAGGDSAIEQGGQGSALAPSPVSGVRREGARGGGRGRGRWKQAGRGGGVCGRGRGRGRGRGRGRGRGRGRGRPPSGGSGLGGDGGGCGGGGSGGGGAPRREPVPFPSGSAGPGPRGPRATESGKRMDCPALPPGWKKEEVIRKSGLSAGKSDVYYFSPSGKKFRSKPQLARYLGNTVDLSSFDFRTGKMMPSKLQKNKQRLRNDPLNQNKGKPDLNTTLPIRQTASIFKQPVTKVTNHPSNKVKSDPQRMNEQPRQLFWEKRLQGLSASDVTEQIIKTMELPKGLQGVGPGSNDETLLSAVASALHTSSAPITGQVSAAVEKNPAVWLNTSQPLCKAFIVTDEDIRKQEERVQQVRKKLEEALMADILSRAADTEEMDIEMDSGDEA
# ARFGAP1 inhibitor – inhibitors of rat ARFGAP1. Arfgap1-stimulated ARF1 GTP hydrolysis, GDP FP detection. actives 0.26% (n = 360,000). Q62848. inhibition, % at 16.5 µM;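 active means inhibition above a per-plate limit, mean inhibition of low control wells plus 3 SD, cut at about 25% in these data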;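 further: 0% = DMSO wells with enzyme and 100% = wells lacking Arfgap1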
# Target sequence (Q62848 1-136 limits assumed): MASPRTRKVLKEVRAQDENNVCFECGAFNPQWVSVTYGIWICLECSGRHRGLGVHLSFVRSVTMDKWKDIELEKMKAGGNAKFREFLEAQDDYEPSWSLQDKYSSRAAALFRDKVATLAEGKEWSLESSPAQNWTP
#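 Material: rat Arfgap1 GAP domain (His6, aa 1-136), purified enzyme. Also added: human ARF1(Δ1-17)-GTP substrate. Compound dosing: 16.5 µM single point, 1.26% DMSO. Timing: enzyme reaction 120 min at 25 °C after 20 min preincubation. Signal: GDP detection by fluorescence polarization. Read-out basis: percent inhibition of GAP-stimulated GDP formation, scaled between DMSO and no-Arfgap1 medians.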
# ADAM17 inh – ADAM17 inhibition, QFRET primary screen. P78536. recombinant ADAM17, EDANS/DABCYL FRET peptide cleavage. inhibition, % at 6.95 µM. actives 0.83% (n = 370,000). AID 720648;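 active means inhibition above the mean of compounds lying between control limits plus 3 SD, set per campaign, cut at about 8.5% in these data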;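 further: 0% = DMSO-only wells as the low control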
# PLC-gamma1 inh – blocks human PLC-gamma1 enzyme activity. P19174. purified PLC-gamma1, fluorogenic substrate, fluorescence. inhibition, % at 12.2 µM. actives 0.84% (n = 370,000). AID 720700; in the data active means inhibition above about 9.5%
# proKLK7 act – proKLK7 (human) activation, primary screen; P49862; purified proKLK7, EDANS-DABCYL substrate fluorescence; 100% is mature enzyme control, 0% vehicle; activation, % at 7 µM; actives 0.9% (n = 370,000); AID 652039;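 active means activation above the mean of all tested compounds plus 3 SD, computed per campaign excluding outliers beyond control limits, cut at about 13% in these data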
# Target sequence (P49862 whole entry, looked up): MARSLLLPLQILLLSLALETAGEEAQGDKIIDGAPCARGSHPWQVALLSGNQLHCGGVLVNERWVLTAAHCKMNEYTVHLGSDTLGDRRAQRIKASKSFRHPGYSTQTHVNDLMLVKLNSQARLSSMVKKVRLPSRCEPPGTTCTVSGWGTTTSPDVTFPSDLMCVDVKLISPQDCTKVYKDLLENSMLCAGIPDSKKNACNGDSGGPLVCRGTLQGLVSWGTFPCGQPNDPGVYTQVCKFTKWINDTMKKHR
# Tn7 DDE FP – inhibitors of Tn7 peptide binding to human fibrin DD(E). inhibition, % at 8.3 µM. actives 0.13% (n = 370,000). P02675. FP displacement of FITC-Tn7 peptide from fibrin DD(E); 0% = median of compound wells per plate;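 active means inhibition above the mean of compounds falling within the control limits plus 3 SD of them, cut at about 14% in these data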;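 further: 0% = plate median of compound wells and 100% = 10 µM Aha-Tn7 peptide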
#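 Assay system: Human fibrin DD(E) protein | Medium: Tris buffer with calcium and detergent, pH 7.8 | Reagent: 0.1 µM fluorescent Tn7 | Compound dosing: Single point at 8.3 µM | Times: 10 min preincubation, 3 h with tracer, room temperature | Detection: Fluorescence polarization of the labelled Tn7 tracer | Controls: Aha-Tn7 high control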
# UHRF1 MBD2 ctr – blocks human UHRF1 binding to methylated DNA; AID 687016; inhibition, % at 4.4 µM; Q96T88; actives 0.75% (n = 370,000); UHRF1 binding to methylated oligo, TR-FRET; in the data active means inhibition above about 21%;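 further: UHRF1 SRA domain binding a hemimethylated CpG hairpin DNA probe; 0% = median of test compound wells and 100% = reference inhibitor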
# PLCb3 inh – inhibitors of human phospholipase C beta3; Q01970; Purified PLC-beta3, fluorogenic substrate, fluorescence; inhibition, % at 12.2 µM; actives 0.18% (n = 370,000); in the data active means inhibition above about 11%;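 further: 0% = median of compound wells on plate and 100% = full blocker control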
# Tn6 DDE FP – inhibitors of Tn6 peptide binding to human fibrin DD(E). P02675. Fibrin DD(E) TRITC-Tn6 fluorescence polarization displacement. inhibition, % at 8.3 µM. actives 0.21% (n = 370,000). AID 720509;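 active means inhibition above a per-campaign cutoff: mean of compounds within control limits plus 3 SD, cut at about 15% in these data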;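 further: 0% = median of all compound wells on the plate and 100% = blocking peptide control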
# ASAP1 GAP inh – inhibitors of human ASAP1 ArfGAP activity; inhibition, % at 16.5 µM; actives 0.19% (n = 360,000); Q9ULH1; AID 624377; ASAP1-stimulated ARF1 GTP hydrolysis, GDP FP detection; in the data active means inhibition above about 25%;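 further: 0% = vehicle with enzyme and substrate and 100% = no enzyme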
# Active calls of the source: *; i = inactive.
# Labels used below: A = MBD2 DNA inh; B = ARFGAP1 inhibitor; C = ADAM17 inh; D = PLC-gamma1 inh; E = proKLK7 act; F = Tn7 DDE FP; G = UHRF1 MBD2 ctr; H = PLCb3 inh; I = Tn6 DDE FP; J = ASAP1 GAP inh
COCCOC(=O)c1c(C)oc2ccc(OCc3cc(C(=O)OC)oc3C)cc12
  A = 2	B = -2	C = 1	D = 0	E = 0.4	F = 2	G = -2	H = 0	I = -5	J = -6
COc1ccc(NC(=O)c2sc3nc(-c4cccnc4)ccc3c2N)cc1OC
  A = -2	B = -4	C = -2	D = -317	E = 56*	F = -2	G = -2	H = i	I = -1	J = -18
COC(=O)c1sc2ncccc2c1OCc1ccc(Cl)cc1Cl
  A = -8	B = 7	C = -2	D = 0	E = -0.2	F = 4	G = -3	H = -2	I = 6	J = -14
CN(CCc1ccccn1)C(=O)Nc1ccc(Cl)cc1
  A = -2	B = 5	C = -3	D = 0	E = -0.2	F = -4	G = -1	H = 3	I = -2	J = -7
C=CCNC(=S)NNC(=O)C(CCCC)CC(C)O (stereo not given)
  A = 3	B = 5	C = -3	D = 0	E = 0.5	F = 3	G = -1	H = -1	I = 9	J = 2
CCOc1cc(C(=O)CCC(=O)OCC(=O)N2c3ccccc3NC(=O)C2(C)C)ccc1O
  A = 1	B = 1	C = 2	D = 0	E = -0.3	F = -2	G = -1	H = -1	I = 3	J = 1
O=C(NC1C/C(=N/O)c2cc3c(cc21)OCO3)C(F)(F)F (stereo not given)
  A = 0	B = 9	C = 4	D = 7	E = 0.0	F = -3	G = 4	H = 0	I = 5	J = -3
COc1ccc(S(=O)(=O)N(C)C[C@H]2Oc3c(NS(=O)(=O)c4ccc(F)cc4)cccc3C(=O)N([C@H](C)CO)C[C@@H]2C)cc1
  A = -6	B = -9	C = 7	D = 4	E = -0.4	F = -5	G = -3	H = 1	I = -7	J = 2
O=[N+]([O-])c1ccc2c(c1)CCCO[C@]21O[C@H](CCO)C[C@H](O)[C@H]1O
  A = -4	B = 2	C = 2	D = 1	E = 0.1	F = -4	G = -3	H = 3	I = 8	J = -5
COc1ccc(C2=NOC(C(=O)NCc3cccs3)C2)cc1 (stereo not given)
  A = -2	B = -4	C = -4	D = -1	E = -0.3	F = -9	G = 0	H = 0	I = -1	J = 8
Cc1ccc(CS(=O)Cc2ccc(C(=O)NC3CCCCCC3)o2)cc1 (stereo not given)
  A = 7	B = -3	C = -1	D = -1	E = 0.5	F = -2	G = 10	H = -4	I = -2	J = 6
CCOC(=O)Cn1nc(C(F)F)c(Br)c1C
  A = 0	B = 2	C = 0	D = 1	E = -0.1	F = -7	G = -2	H = 3	I = -4	J = -7
Cc1cc(C)c(Cc2c(C)nc3c(C(=O)NCc4ccco4)cnn3c2C)c(C)c1
  A = 2	B = -10	C = -7	D = -11	E = -0.4	F = 3	G = -2	H = -15	I = -16	J = 22
COc1ccc(/C=C\c2onc(C)c2S(=O)(=O)N2CCC(C(=O)NCc3ccco3)CC2)cc1
  A = -6	B = 5	C = 5	D = -2	E = -0.3	F = -2	G = 0	H = -15	I = -4	J = 6
Cc1cc(C)n2nc(C(=O)OCC(=O)NCc3ccccc3)nc2n1
  A = -5	B = 3	C = 0	D = 3	E = -0.1	F = -1	G = 0	H = -5	I = 5	J = 7
COC(=O)C1C2CCCCC1C(=O)O2 (stereo not given)
  A = -3	B = -8	C = 0	D = 3	E = 0.1	F = -3	G = 0	H = 2	I = -6	J = -3
COc1cccc(CC2(CO)CCCN(Cc3ccc(-c4ccco4)cc3)C2)c1 (stereo not given)
  A = -1	B = -1	C = -2	D = -5	E = -2.0	F = -4	G = -4	H = -13	I = -1	J = -9
O=C(Nc1ccc2c(c1)N(S(=O)(=O)c1cccs1)CCC2)c1c(F)cccc1F
  A = 3	B = 0	C = 5	D = 2	E = 0.5	F = -5	G = 1	H = 1	I = 5	J = -2
CCN1C(=O)c2cccc3c(S(=O)(=O)N(C(=O)c4cccnc4)c4ccc(OC)cc4)ccc1c23
  A = -3	B = -8	C = -5	D = -34	E = -0.9	F = -3	G = 0	H = -42	I = 8	J = -1
C#CCN1C(=O)C(O)(CC(=O)/C=C/C=C/c2ccccc2)c2ccccc21 (stereo not given)
  A = 1	B = -4	C = 0	D = -7	E = 0.5	F = 4	G = -1	H = -10	I = 9	J = 8
CS(=O)(=O)N1CCC(C(=O)N2CCN(c3ccccc3F)CC2)CC1
  A = 5	B = -5	C = -4	D = 1	E = -0.5	F = 1	G = -1	H = 1	I = -2	J = 2
Cc1ccccc1-c1cc(C(=O)O)nn1CC1CC(c2cccc([N+](=O)[O-])c2)=NO1 (stereo not given)
  A = 7	B = 21	C = -7	D = 1	E = 0.7	F = -2	G = 5	H = 4	I = 1	J = 6
N#Cc1ccc(C2=NC(C(F)(F)F)(C(F)(F)F)c3c(n(Cc4ccco4)c(=O)[nH]c3=O)N2)cc1
  A = -7	B = -8	C = 2	D = -10	E = 0.3	F = 5	G = -1	H = -15	I = 6	J = 17
CC(=O)Nc1ccc(NS(=O)(=O)c2ccc(-c3cnc(C4CC4)o3)cc2)cc1
  A = 6	B = 16	C = -3	D = 4	E = 0.4	F = 0	G = 1	H = -17	I = -3	J = 6
CC(Oc1ccc(-c2ccccc2)c(F)c1)c1ccn(S(=O)(=O)c2cccc3ccccc23)n1 (stereo not given)
  A = 3	B = 7	C = -1	D = -2	E = 0.3	F = 4	G = 0	H = -1	I = 2	J = 13

# Reformatted: 4 of the compounds above
MBD2 DNA inh	ARFGAP1 inhibitor	ADAM17 inh	PLC-gamma1 inh	proKLK7 act	Tn7 DDE FP	UHRF1 MBD2 ctr	PLCb3 inh	Tn6 DDE FP	ASAP1 GAP inh	Molecule
-6	-9	7	4	-0.4	-5	-3	1	-7	2	COc1ccc(S(=O)(=O)N(C)C[C@H]2Oc3c(NS(=O)(=O)c4ccc(F)cc4)cccc3C(=O)N([C@H](C)CO)C[C@@H]2C)cc1
-4	2	2	1	0.1	-4	-3	3	8	-5	O=[N+]([O-])c1ccc2c(c1)CCCO[C@]21O[C@H](CCO)C[C@H](O)[C@H]1O
-2	-4	-4	-1	-0.3	-9	0	0	-1	8	COc1ccc(C2=NOC(C(=O)NCc3cccs3)C2)cc1 (stereo not given)
7	-3	-1	-1	0.5	-2	10	-4	-2	6	Cc1ccc(CS(=O)Cc2ccc(C(=O)NC3CCCCCC3)o2)cc1 (stereo not given)

# Among those listed so far, two contain a nitro group on carbon:
# Labels used below: A = MBD2 DNA inh; B = ARFGAP1 inhibitor; C = ADAM17 inh; D = PLC-gamma1 inh; E = proKLK7 act; F = Tn7 DDE FP; G = UHRF1 MBD2 ctr; H = PLCb3 inh; I = Tn6 DDE FP; J = ASAP1 GAP inh
O=[N+]([O-])c1ccc2c(c1)CCCO[C@]21O[C@H](CCO)C[C@H](O)[C@H]1O
  A = -4	B = 2	C = 2	D = 1	E = 0.1	F = -4	G = -3	H = 3	I = 8	J = -5
Cc1ccccc1-c1cc(C(=O)O)nn1CC1CC(c2cccc([N+](=O)[O-])c2)=NO1 (stereo not given)
  A = 7	B = 21	C = -7	D = 1	E = 0.7	F = -2	G = 5	H = 4	I = 1	J = 6

# With a hit mark in proKLK7 act (from the list above):
# Labels used below: A = MBD2 DNA inh; B = ARFGAP1 inhibitor; C = ADAM17 inh; D = PLC-gamma1 inh; E = proKLK7 act; F = Tn7 DDE FP; G = UHRF1 MBD2 ctr; H = PLCb3 inh; I = Tn6 DDE FP; J = ASAP1 GAP inh
COc1ccc(NC(=O)c2sc3nc(-c4cccnc4)ccc3c2N)cc1OC
  A = -2	B = -4	C = -2	D = -317	E = 56*	F = -2	G = -2	H = i	I = -1	J = -18
